Source: PubChem BioAssay (several laboratories)
EBV gp42 inh – Epstein-Barr virus gp42 inhibitors, primary screen, biochemical, uHTS, fluorescence polarization; Glycoprotein 42 (Epstein-Barr virus (strain AG876)), Q1HVG2; Fluorescence polarization binding assay, mP read-out; inhibition, % (tested at 21.74 µM); hit rate 0.42% among 220,000; AID 1085, 2008; in the data active means inhibition above about 50%
p47phox inh – p47phox/p22phox peptide binding inhibitors, primary screen, biochemical, uHTS, NADPH oxidase regulatory subunit | fluorescence polarization, 2 h | inhibition, % at 24.7 µM | hit rate 0.53% among 220,000 | AID 1274, 2008;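 active means inhibition above about 30%, limit read from the data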;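 further: 0% = p47phox with labelled peptide and 100% = labelled peptide alone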
TNF necrop inh – inhibitors of TNF-alpha triggered necroptosis, primary screen, cell-based, Jurkat FADD-/-, single concentration | Jurkat FADD-/- TNF necroptosis rescue, ATP luminescence, 24 h; 0 = TNF only, 100 = no-TNF cells | activation (protection from cell death), % at 10 µM | hit rate 0.068% among 220,000;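 active means activation, meaning protection from cell death, of at least 50% relative to plate controls; inactive means activation below 50%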;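 further: necroptosis triggered by 40 ng/mL TNF-alpha added together with compound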
TRPN1 ag – zebrafish TRPN1 channel agonists, primary screen, cell-based, HEK293, calcium fluorescence. transient receptor potential cation channel N1 (TRPN1/NompC), Danio rerio. HEK293 zebrafish TRPN1-YFP, Fluo-8 calcium fluorescence; 100% = response to 87 µM carbachol. activation, % at 3 µM. hit rate 0.18% among 220,000. AID 1424, 2008;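 active means activation above its plate's cutoff, the mean activation of test wells on that plate plus 3 SD, cut at about 19% in these data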;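 further: 0% = DMSO alone and 100% = 87 µM carbachol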
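Material – zebrafish TRPN1-YFP in HEK293 cells · Doses – 3 µM single point · Schedule – dye 1 h 37 °C plus 30 min RT · Signal – Fluo-8 calcium fluorescence, excitation 470-495 nm, emission 515-575 nm · Read-out – % activation versus carbachol response · Control set – carbachol high, DMSO low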
Mdm2 ligase inh – MDM2-luciferase reporter signal enhancers, primary screen, MDM2 E3 ligase inhibitor project, cell-based, luminescence, 1536-well | cell-based MDM2 ubiquitination luciferase reporter, 2 h; 0 = plate control, 100 = twice control, blank-subtracted | signal enhancement, % at 5 µM | hit rate 0.11% among 210,000 | AID 1230, 2008;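 active means signal enhancement of 30% or more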;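 further: luminescence tracks abundance of the self-degrading MDM2-luciferase fusion protein; higher signal means inhibition of MDM2 E3 ligase activity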
Target sequence (Q00987 whole entry, looked up, the tested form may be a part): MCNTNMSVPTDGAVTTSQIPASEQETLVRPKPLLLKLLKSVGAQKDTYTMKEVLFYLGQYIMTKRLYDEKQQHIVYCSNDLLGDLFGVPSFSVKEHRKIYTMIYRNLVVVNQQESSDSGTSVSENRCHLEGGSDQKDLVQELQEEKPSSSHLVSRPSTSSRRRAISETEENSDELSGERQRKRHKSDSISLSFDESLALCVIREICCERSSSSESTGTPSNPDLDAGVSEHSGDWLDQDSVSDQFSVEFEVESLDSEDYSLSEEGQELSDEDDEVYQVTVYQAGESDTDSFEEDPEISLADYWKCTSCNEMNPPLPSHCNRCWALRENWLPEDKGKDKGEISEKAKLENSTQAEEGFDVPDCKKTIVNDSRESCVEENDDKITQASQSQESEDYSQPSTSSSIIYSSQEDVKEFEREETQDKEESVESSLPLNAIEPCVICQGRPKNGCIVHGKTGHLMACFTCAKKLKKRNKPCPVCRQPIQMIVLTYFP
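Test system: mammalian cells stably expressing self-ubiquitinating, self-degrading MDM2 E3–luciferase fusion; Amount: 2000 cells in each well; Medium: DMEM; Schedule: 4 h settle plus 2 h compound, 37 °C; Technique: SteadyLite luciferase luminescence after 15 min room-temperature reagent incubation; Benchmarks: plate control and blank wells.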
CHOP inhibitor – inhibitors of CHOP promoter induction, primary screen, cell-based, unfolded protein response, luciferase reporter. CHO-K1 CHOP-promoter luciferase, tunicamycin-induced, 15-18 h. inhibition, % at 10 µM. hit rate 3.8% among 220,000;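 active means compounds that reduced the stress-induced luciferase reporter signal by more than about 70% of percent inhibition, limit read from the data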;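 further: 0% = tunicamycin plus vehicle and 100% = wells without tunicamycin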
PPC-1+TRAIL kill – compounds killing PPC-1 cancer cells with TRAIL present, primary screen, TRAIL potentiator project, ATPLite luminescence, uHTS; PPC-1 cells + TRAIL, ATPLite viability luminescence; cell killing (% activity), % at 4 µM; hit rate 0.41% among 220,000;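 active means cell killing above 50% in the first pass at 4 µM, then a duplicate retest at 5 µM averaging 50% or more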;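 further: plate controls were cells with TRAIL plus DMSO for no effect and medium-only wells lacking cells for full effect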
TRPML3 agonist – human TRPML3 channel agonists, primary screen, cell-based, HEK293 TRPML3-YFP, Fluo-8 calcium fluorescence, 3 µM. activation, % at 3 µM. AID 1448, 2008. Mucolipin-3 (Homo sapiens), Q8TDD5. 100% = the carbachol control signal. hit rate 0.29% among 220,000;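 active means activation above its plate's cutoff, the mean activation of the plate's test wells plus 3 SD, cut at about 12% in these data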;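 further: 0% = DMSO only wells and 100% = carbachol wells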
Target sequence (Q8TDD5 whole entry, looked up): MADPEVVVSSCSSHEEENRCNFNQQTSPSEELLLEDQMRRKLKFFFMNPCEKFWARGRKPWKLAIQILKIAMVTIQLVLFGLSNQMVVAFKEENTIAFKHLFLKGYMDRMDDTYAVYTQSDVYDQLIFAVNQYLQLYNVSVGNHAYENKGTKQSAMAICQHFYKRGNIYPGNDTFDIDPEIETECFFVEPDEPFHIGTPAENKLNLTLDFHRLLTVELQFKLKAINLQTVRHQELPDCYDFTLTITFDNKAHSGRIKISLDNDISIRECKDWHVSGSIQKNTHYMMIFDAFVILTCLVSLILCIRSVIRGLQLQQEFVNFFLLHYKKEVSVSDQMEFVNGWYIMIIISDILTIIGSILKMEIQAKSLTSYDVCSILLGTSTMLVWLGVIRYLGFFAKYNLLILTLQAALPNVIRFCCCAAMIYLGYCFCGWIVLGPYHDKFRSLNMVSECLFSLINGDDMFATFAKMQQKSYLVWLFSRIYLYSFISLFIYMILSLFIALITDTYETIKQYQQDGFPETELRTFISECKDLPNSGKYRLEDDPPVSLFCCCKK
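system = HEK293 cells stably carrying human TRPML3-YFP | doses = one concentration, 3 µM nominal, 0.3% DMSO | timing = dye loading 1 h 37 °C then 30 min ambient, 125 s read | detection = Fluo-8 calcium dye fluorescence, ex 470-495, em 515-575 nm | benchmarks = high control carbachol 87 µM, low control DMSO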
Runt-SMMHC FRET – inhibitors of RUNX1 Runt–CBFb-SMMHC binding, primary screen, biochemical, FRET, Cerulean-Runt, Venus-CBFb-SMMHC, uHTS | inhibition, % at 20 µM | Runt-related transcription factor 1 (Homo sapiens) + Core-binding factor subunit beta … | Cerulean-Runt/Venus-CBFb-SMMHC FRET ratio 530/480, 1 h | hit rate 0.74% among 220,000;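 active means mean inhibition across duplicate retests at 20 µM reaching about 50%, limit read from the data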;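 further: 0% = DMSO wells and 100% = wells with excess untagged CBFb-SMMHC; inhibitors lower the FRET ratio by blocking Runt binding to CBFb-SMMHC; some results filed as inactive read as strong as hits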
* hit, by the source's call; nt = no result given.

Every second line gives: TNF necrop inh	p47phox inh	TRPML3 agonist	CHOP inhibitor	Runt-SMMHC FRET	EBV gp42 inh	TRPN1 ag	PPC-1+TRAIL kill	Mdm2 ligase inh
- CN1Cc2sc(N)c(C#N)c2CC1(C)C
    -3.3	-66	0.8	3	82*	4	1.1	2	-18
- O=C(O)CSCC(=O)Nc1ccc(C(F)(F)F)cc1
    -0.3	-7	0.9	6	-6	-11	0.7	40	-7
- CCOc1cc(C(=O)N2CCc3cc(OC)c(OC)cc3C2)ccc1OC(F)F
    -8.0	-1	-0.5	nt	-6	-8	0.3	1	8
- O=C(COc1ccccc1C(=O)NCC1CCCO1)Nc1ccc(Br)cc1 (configuration not stated)
    4.4	16	1.5	20	-1	4	2.7	17	10
- Cn1c2c(c(=O)n(C)c1=O)C1(C(=O)Nc3ccccc31)C(C#N)=C(N)O2 (configuration not stated)
    -7.0	-2	0.8	-2	3	-9	1.3	16	2
- c1ccc(CCNc2c3c(nc4ncnn24)CCC3)cc1
    -4.4	-3	0.8	5	3	-23	2.1	16	-14
- Cc1cc(/C=C2\SC(N)=NC2=O)c(C)n1-c1ccc(F)cc1
    -0.8	-115	1.4	-6	16	-30	1.9	6	-3
- Cn1c(=O)oc2cc(S(=O)(=O)N3CCC(C(=O)NCc4cccs4)CC3)ccc21
    0.7	-1	0.1	75*	-5	-2	0.7	14	-5
- COc1ccc(OCc2nc(C#N)c(NCCCn3ccnc3)o2)cc1
    0.5	-6	0.4	23	2	5	0.2	-7	-4
- Cn1c(-c2ccc(F)cc2)cnc1NCc1ccc(C#N)cc1
    2.6	-4	0.0	10	2	-10	1.2	5	-9
- COc1ccc(S(=O)(=O)NCC2CCCN(C(=O)CNC(C)=O)C2)cc1 (configuration not stated)
    2.0	-5	0.4	-7	-2	4	-0.7	9	-11
- CCOC(=O)C1(CCOc2ccccc2)CCN(Cc2cnc(C)[nH]2)CC1
    1.5	-5	0.8	11	2	-8	0.1	10	-25
- Cc1ccc(NC(=O)c2sccc2-n2cccc2)c(Cl)c1
    4.4	-2	-0.8	17	-1	-5	0.3	-14	-24
- O=C(O)c1ccc(CSc2ncn[nH]2)cc1
    -1.2	2	0.4	22	4	-10	1.4	17	7
- O=C(O)C1CCCN1S(=O)(=O)c1ccc(Br)s1 (configuration not stated) (tested in a mixture with another compound)
    0.5	-11	0.8	-10	-1	-20	0.2	9	-27
- COC(=O)c1ccc(Cl)c(NC(=O)Cc2ccccc2[N+](=O)[O-])c1
    -0.1	-2	-0.1	12	-1	-13	-0.7	-8	-16
- O=S(=O)(c1ccc(NC(=S)N2CCN(c3ccc(O)cc3)CC2)cc1)N1CCOCC1
    -2.2	-34	0.8	6	3	-16	0.3	-23	-7
- O=[N+]([O-])c1cc(Br)c(O)c(/C=N/Nc2nc3ccccc3s2)c1
    0.0	-18	0.5	17	-10	10	1.5	7	-11
- Cc1cccc(N2C(=O)/C(=C\c3ccc(C(=O)O)cc3)c3ccccc3C2=O)c1
    1.1	-21	0.8	-30	-2	-19	0.6	-3	-2
- CN(CCc1ccccn1)C(=O)Nc1cccc(Cl)c1
    1.4	-14	0.4	-11	6	-18	0.4	9	-3
- Cc1ccc(NC(=O)CCNS(=O)(=O)c2ccc3c(c2)oc(=O)n3C)cc1
    -2.5	-14	0.0	28	-2	-9	-0.1	4	-5
- c1ccc(N2OCC3Cn4c(nc5ccccc54)C32)cc1 (configuration not stated)
    -0.1	18	nt	-25	-2	-7	nt	-9	-10
- N#Cc1c(N)nc2c(c1-c1ccccc1)CCCC2
    -0.7	-4	-0.4	27	4	-4	-0.7	7	-15
- COc1ccc(C(=O)NCc2nnc(SC)n2Cc2ccccc2)cc1
    0.7	-11	1.1	-10	1	-2	0.2	9	-4
- O=C1Nc2ccccc2C1(O)Cc1ccccn1 (configuration not stated)
    0.6	-7	0.2	-10	1	-8	1.1	23	-12
- O=C1c2ccccc2NC(c2ccccc2)N1/N=C/c1ccccc1 (configuration not stated)
    -4.4	-5	0.1	-30	-3	-3	-4.0	36	-3
- CCc1noc(C)c1C(=O)NCCc1ccc(OC)c(OC)c1
    1.8	-5	1.1	30	5	-15	1.4	1	2
- CC(=O)c1cc(-c2ccccc2)n(CCC(=O)NC2CCCCCCC2)c1C
    1.9	-16	-1.1	51	1	-6	-3.4	22	-6
- Cc1nc2sc(C(c3cccs3)N3CCC4(CC3)OCCO4)c(O)n2n1 (configuration not stated)
    -0.7	-17	1.0	-3	3	-25	0.0	13	-8
- CC(C)(C)NC(=O)CN(C(=O)CS(=O)CC(=O)Nc1ccc(F)cc1)c1ccc2c(c1)OCCO2 (configuration not stated)
    0.2	-3	0.5	5	-2	3	0.6	24	-6
- CN(C)S(=O)(=O)c1ccc(C(=O)Nc2ccccc2SCCC#N)cc1
    2.1	-7	0.7	-4	50	-8	0.8	-5	-7
- CC1(C)CC(=O)C(C(N)=NC(=O)c2ccccc2)=C(O)C1
    2.1	-1	0.9	14	-1	11	1.1	15	-13
- O=c1cc(N2CCc3ccccc32)[nH]c(=O)n1-c1ccccc1Cl
    0.6	0	1.1	15	2	-7	0.8	10	-8
- Nc1ccc2c(c1)-c1ccccc1S(=O)(=O)N2
    -0.9	24	0.6	20	-141	-15	0.3	3	-13
- O=C(O)CCC(=O)NCC(=O)c1ccc(F)cc1
    0.6	-3	0.6	-2	-6	-8	-1.8	-14	3
- COc1ccc(C(=O)NC(=O)CSc2nnc(-c3ccco3)n2-c2ccccc2)cc1
    0.5	-2	1.5	10	-4	-22	0.6	9	-14
- Cc1ccc(-c2noc(-c3cc4ccccc4oc3=O)n2)cc1
    -2.0	-11	0.6	51	-7	-12	1.0	15	-5
- COc1cc(/C=C2/SC(=NCc3ccccc3)N(Cc3ccccc3)C2=O)ccc1O
    0.4	-24	0.3	20	-107	-37	0.0	-10	8
- COc1ccc(NC(=S)N2CCN(CCN=CC3=C(O)CC(c4ccccc4)CC3=O)CC2)cc1 (configuration not stated)
    1.5	-4	0.7	44	-3	-9	-1.5	-4	-9
- O=C(CN1CCN(c2ccccc2F)CC1)c1ccc2cc[nH]c2c1
    0.2	-2	1.1	30	0	-3	1.6	8	-7

A few values from above.
COc1cc(/C=C2/SC(=NCc3ccccc3)N(Cc3ccccc3)C2=O)ccc1O in TRPN1 ag reads 0.0
O=c1cc(N2CCc3ccccc32)[nH]c(=O)n1-c1ccccc1Cl in PPC-1+TRAIL kill reads 10

(further entries)
Every second line gives: TNF necrop inh	p47phox inh	TRPML3 agonist	CHOP inhibitor	Runt-SMMHC FRET	EBV gp42 inh	TRPN1 ag	PPC-1+TRAIL kill	Mdm2 ligase inh
- O=C(Cc1ccc(S(=O)(=O)N2CCOCC2)s1)Nc1ccc2c(c1)CCC2
    0.8	-18	0.1	41	-2	-18	0.5	-7	-4
- COC(OC)c1ccnc(SCc2ccccc2Cl)n1
    0.0	-6	-0.8	15	-1	-5	-2.5	14	-13
- O=C(Cc1cccc2ccccc12)NCC1CCCO1 (configuration not stated)
    -0.7	-7	0.5	12	1	6	0.3	8	-12
- CCn1c(=O)cc(O)c2ccccc21
    0.2	0	0.6	1	-4	-19	-0.5	1	-24
- CSc1cccc(NC(=O)CN(c2cc(C)ccc2C)S(C)(=O)=O)c1
    -4.1	-2	-1.1	60	4	-2	-1.3	23	4
- CCCN1C=CC(=CC=C(C#N)C#N)C=C1
    0.8	-7	0.5	-19	-30	-194	1.7	-9	-11
- Cc1cc(C)cc(N(C(=O)c2ccc(Br)o2)C2C=CS(=O)(=O)C2)c1 (configuration not stated)
    -0.2	-6	0.0	9	-1	1	-2.5	8	-29
- CC(=O)Nc1ccc(NC(=O)/C=C/c2ccc(Cl)cc2)cc1
    -0.7	-9	1.5	-22	0	-5	1.7	7	-7
- CC(=O)OC(C(=O)NC1CCCCC1)c1ccccc1F (configuration not stated)
    8.2	-6	1.4	-10	-4	-16	0.7	0	-6
- O=C(Nc1cccc(F)c1)C1CCCN1S(=O)(=O)c1cccc2cccnc12 (configuration not stated)
    0.5	-22	1.2	7	-2	-9	0.4	-5	-22
- O=C(CSc1nnc(-c2cccc(Cl)c2)o1)Nc1ccc2c(c1)OCCO2
    -1.7	-11	0.1	40	-4	2	1.0	20	nt
- N#CC1=C(N)SC(N)=C(C#N)C1Cc1ccccc1
    -8.3	-122	0.3	33	49	-79	1.8	-2	-12
- O=C(c1ccccc1NS(=O)(=O)c1ccccc1[N+](=O)[O-])N1CCOCC1
    1.4	-15	-0.1	5	-7	-7	0.7	6	-6
- CCc1ccc(NC(=O)CC2C(=O)N(c3cccc(C)c3)C(=O)N2C2CC2)cc1 (configuration not stated)
    1.1	-3	1.2	7	5	3	-0.3	15	-16
- CCCCCCSc1nnc(-c2cnn(-c3ccccc3)c2-n2cccc2)n1C
    -2.1	-10	0.2	84*	-2	-11	-0.9	14	-9
- CC(C)(C)C1CCC(OC(=O)c2cncc(Br)c2)CC1 (configuration not stated)
    -0.4	-6	0.6	6	-1	-2	0.5	16	-27
- COc1ccc2cc(CN(CC3CCCO3)S(=O)(=O)c3ccccc3)c(=O)[nH]c2c1 (configuration not stated)
    -0.5	1	0.4	6	2	-5	-0.2	1	-5
- CCN(CC)CCCNC(=O)c1cc2nc3c(c(C(F)(F)F)n2n1)CCc1ccccc1-3
    -0.4	5	0.8	20	0	1	-1.7	6	-12
- CC1CCCCC1NC(=O)c1ccc(S(=O)(=O)N2CCCC2)cc1 (configuration not stated)
    0.8	-7	0.8	36	2	-10	1.4	4	5
- CCNC(=O)Nc1ccc(OC)cc1OC
    0.2	-12	1.7	10	-5	0	-0.4	13	2
- O=C(NC1CC1)C1=C[C@H](c2c[nH]c3ccccc23)C[C@H](OCCCCO)O1
    0.0	-14	nt	9	-5	-10	nt	8	-9
